Source: PubChem (Emory University Molecular Libraries Screening Center)
14-3-3 PPI = alters human 14-3-3 gamma binding to Raf peptide; P61981; FP, 14-3-3gamma / TMR-pS259-Raf peptide binding; inhibition, % at 40 µM; 160,000 tested, 0.19% active; AID 422; in the data active = inhibition above about 30%;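 also: 0% = protein plus tracer without compound and 100% = blank with tracer alone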
Target sequence (P61981 whole entry, looked up): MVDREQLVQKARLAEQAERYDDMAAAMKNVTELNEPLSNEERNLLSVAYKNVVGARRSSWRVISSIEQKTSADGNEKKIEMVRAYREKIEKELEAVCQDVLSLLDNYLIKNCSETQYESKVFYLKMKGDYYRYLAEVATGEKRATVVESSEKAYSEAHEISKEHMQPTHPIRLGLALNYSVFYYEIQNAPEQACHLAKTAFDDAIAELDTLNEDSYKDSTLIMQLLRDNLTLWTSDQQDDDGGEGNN
An asterisk follows results filed as active; & = joins results of further samples. This is a subset; the hit share may differ from the screen's.

SMILES | 14-3-3 PPI
Cc1ccc(C(c2sc3ncnn3c2O)N2CC(C)CC(C)C2)cc1 (configuration not stated) | -0.1
Cn1nnnc1SCc1cc(=O)n2ccsc2n1 | -3.6
CC(C)(C)NC(=O)Cn1nnc(-c2ccccc2Cl)n1 | -0.4&-3.4
C=C(C)CN(C)S(=O)(=O)c1ccc(C)cc1 | 2.0
Nc1nc(F)cc(Oc2ccc(I)cc2)n1 | -3.4
Cc1[nH]nc(SCC(=O)NC2CCCC2)c1[N+](=O)[O-] | -7.8
COc1ccc(S(=O)(=O)N(C)CC(=O)O)c2ccccc12 | -14.3&-2.6
COC(C)n1cc(F)c(=O)[nH]c1=O (configuration not stated) | -2.1
Cc1cn(C2C=CC(CO)O2)c(=O)[nH]c1=O (configuration not stated) | -2.4
N#Cc1ccccc1-n1c(N)c(C(=O)N2CCCC2)sc1=S | -15.0&-2.0
NC(=O)NC(=O)COC(=O)CCCc1c[nH]c2ccccc12 | -2.7
CCOC(=O)c1[nH]c(C(=O)O)c(CCN(CC)CC)c1C | -4.2
CCN1C(=O)C(O)(C2COC(C)(C)CC2=O)c2cc(Br)ccc21 (configuration not stated) | 3.6
CC1CCC(NC(=O)c2cn(C)c3ccc(S(=O)(=O)N4CCCC4)cc3c2=O)CC1 (configuration not stated) | -6.9
CCOc1ccc(NC(=O)CCS(=O)(=O)c2ccc3c(c2)CCCN3C(C)=O)cc1 | -7.0
CN(C(=O)c1cc2n(n1)C(C(F)(F)F)CC(c1ccc(Br)cc1)N2)C1CCCCC1 (configuration not stated) | -3.0
CCOc1ccc(NC(=O)c2ccc(N)cc2)cc1 | -0.8
CN(C(=O)c1cc2c(=O)oc3ccccc3c2s1)c1ccccc1Cl | 3.2
COc1ccc(CNC(=O)C2COc3ccccc3O2)c(OC)c1 (configuration not stated) | -3.1&-0.9
Cn1c(SCc2nc3ccccc3[nH]2)nnc1-c1cccs1 | -9.1
CCOC(=O)CN1C(=O)CC(C(=O)Nc2cccc(Cl)c2)SC1=Nc1ccc(F)cc1 (configuration not stated) | -18.5
CCNC(=O)c1ccccc1-c1nc(-c2ccccc2Cl)no1 | -8.8
Cn1nnnc1SCc1cn2cccnc2n1 | -0.5
N#CCC(=O)NCCCOC(=O)Nc1ccc(Cl)c(Cl)c1 | 2.9
CC1CC(C)(C)N(C(=O)c2cccs2)c2ccc(OC(=O)c3cccs3)cc21 (configuration not stated) | -2.5
CCS(=O)CCSc1nc(-c2ccc(Br)cc2)cc(-c2ccccc2)c1C#N (configuration not stated) | -0.3
O=C1C(=O)N(CCCN2CCOCC2)C(c2ccco2)/C1=C(\O)c1ccc(Cl)cc1 (configuration not stated) | -2.6
Cc1cc(Oc2ccccc2F)nc(NCc2ccccc2)n1 | -5.7
CC1CCCCN1C(=O)C1c2ccccc2C(=O)N(C)C1c1c[nH]c2ccccc12 (configuration not stated) | 4.2
Cc1ccc(C)c(Nc2nnc(-c3ccc(C)c(S(=O)(=O)NCCO)c3)c3ccccc23)c1 | -3.8
CC1CCCN(C(=O)CSCC(=O)N=c2sc3ccccc3n2C)C1 (configuration not stated) | 3.8&-6.9
O=C(CSc1nnc(-c2cccs2)o1)NC1CCCCC1 | 4.9
COc1ccc(NC(=O)c2ccc(N3CC4CC(C3)c3cccc(=O)n3C4)c(NC(=O)c3ccccc3Cl)c2)cc1OC (configuration not stated) | -14.3
C=C(C)Cn1c(SCCC(C)C)nc2sc3c(c2c1=O)CCC3 | -24.0
O=C(NC1CCCCCC1)c1ccc(N2CCCC2=O)cc1 | 3.5
COc1ccc(NC(=O)c2oc3ccc(S(=O)(=O)N4CCOCC4)cc3c2C)cc1 | -1.2
Cc1ccc(NC(=O)CC(C(=O)O)N(C)C)cc1 (configuration not stated) | 0.7
CCOC(=O)C1CCCN(C(=O)C2CC(=O)N(c3ccc(C)cc3)C2)C1 (configuration not stated) | -0.8
O=C(CSc1nc(-c2cccs2)cc(C(F)(F)F)n1)NCc1ccco1 | 5.2&-2.4
CCN(CC)c1ccc(C2N(C(=O)c3ccc(C)cc3)CCN2S(=O)(=O)c2ccc(C)cc2)cc1 (configuration not stated) | -3.3
O=C(CC1Sc2ccc(C(F)(F)F)cc2NC1=O)Nc1ccc(Br)cc1 (configuration not stated) | -2.6
CCc1ccc(-c2cc(C(=O)Nc3cccc([N+](=O)[O-])c3)c3ccccc3n2)cc1 | -3.7
CC1CCCN(S(=O)(=O)c2cc(C(=O)O)ccc2F)C1 (configuration not stated) | -1.7
COC(=O)CCN(C(=O)C1C2CC3CC(C2)CC1C3)c1ccccn1 (configuration not stated) | -13.4
CCOC(=O)CSc1nc(-c2ccc(OC)cc2)cc(C(F)(F)F)c1C#N | 4.9
O=C(O)c1cccc(NS(=O)(=O)c2ccc(Cl)cc2)c1 | 1.7
Cc1cccc(-c2nc(CSCC(=O)N3CCN(c4ccccn4)CC3)c(C)o2)c1 | 2.5
CCOC(=O)c1sc2ncnc(Nc3ccc(C)c(F)c3)c2c1C | -5.5
COc1ccccc1CNC(=O)c1ccc2c(c1)NC(=O)C(N1CCOCC1)S2 (configuration not stated) | -8.4
Cc1ccc(C)c(S(=O)(=O)Nc2ccc(S(=O)(=O)Nc3onc(C)c3C)cc2)c1 | 0.7
COc1ccccc1NC1=C(Cl)C(=O)N(c2ccccc2N2C(=O)C(Cl)=C(Nc3ccccc3OC)C2=O)C1=O | 1.4
CCCCN(CC)C(=O)Cc1c(C(=O)O)[nH]c2ccc(Cl)cc12 | -6.4
CCN(CC)CCCNC(=O)c1ccc(-c2ccccc2)cc1 | -11.3
COc1cccc(C(=O)Nc2ccc3nn(-c4cccc(Cl)c4)nc3c2)c1 | -27.8
CCc1ccc(-n2c(=O)c3c(C)c(C(=O)N(C)C)sc3n(Cc3ccccc3)c2=O)cc1 | -0.8
CCc1ccccc1NC(=O)C(=O)c1ccccc1NC(C)=O | -2.4
CCN(CC)CCOC(=O)c1ccc(O)c(OC)c1 | -3.7
O=S(=O)(NCc1ccc2c(c1)OCO2)c1cccc(S(=O)(=O)N2CCOCC2)c1 | 0.3
Cc1cc(C)c(NC(=O)Cn2nnc(-c3ccccc3Cl)n2)c(C)c1 | -6.0
COc1cc(NC(=O)c2ccccc2I)c(OC)cc1Cl | -11.7

(more compounds)
SMILES | 14-3-3 PPI
CCCC(c1nnnn1C1CCCCC1)N1CCN(C2CCCC2)CC1 (configuration not stated) | 3.2
NC(=O)c1cc(Cl)cn(-c2ccccc2)c1=O | -0.6
COc1ccc(-c2noc(CCC(=O)Nc3cc(C)ccc3OC)n2)cc1 | -4.7
COc1cccc(C2C=C(c3cccc([N+](=O)[O-])c3)Nc3ncnn32)c1OC (configuration not stated) | -6.0
O=C(CSc1nc2sc3c(c2c(=O)n1-c1ccccc1)CCC3)Nc1ccccc1F | -6.2
Cc1c(C(=O)OC(C)C)[nH]c2c1C(=O)CC(c1ccc(C(C)(C)C)cc1)C2 (configuration not stated) | 10.6
c1cc2c(cc1Nc1nc(-c3ccc4c(c3)OCO4)cs1)OCCO2 | -5.2
CS(=O)(=O)N(C(=O)NC(=O)NC1CCS(=O)(=O)C1)C1CCCCC1 (configuration not stated) | -0.5
COc1ccc(/C(O)=C2\C(=O)C(=O)N(Cc3ccco3)C2c2cccnc2)cc1 (configuration not stated) | 0.2
O=C1Nc2cc(C(=O)N3CCN(c4ccccc4)CC3)ccc2SC1N1CCOCC1 (configuration not stated) | -6.7
COc1ccc(S(=O)(=O)N2CCN(C(=O)[C@@H]3CCC(=O)N3C3OC(=O)c4ccccc43)CC2)cc1 (some centres not stated) | -4.2
CCCCOC(=O)c1ccc(NC(=O)c2c(-c3ccccc3Cl)noc2C)cc1 | 4.3
COc1ccccc1OCc1nnc(SCC(=O)NCc2ccco2)n1Cc1ccco1 | -16.5
COc1ccc(CC(NC(C)=O)C(=O)NC2CCN(c3c4c(nc5ncnn35)CCC4)CC2)cc1 (configuration not stated) | -1.3
COc1ccc(NC(=O)C2CC(=O)NC(=Nc3ccc(C)cc3)S2)c(OC)c1 (configuration not stated) | 0.4
O=C(c1cccc(Cl)c1)N1N=C(C(F)F)CC1(O)C(F)F (configuration not stated) | 3.5
O=C(Nc1ccc(N2CCCC2)cc1)c1ccc(Br)o1 | -19.1
COc1ccc(CC(=O)Nc2ccc(-c3nnc(-c4ccco4)o3)cc2)cc1 | -23.6
CCN(Cc1ccccc1)C(=O)Cn1c(=O)n(-c2ccccc2)c(=O)c2c3c(sc21)CCC3 | -316.4
O=C(Nc1ccc(N2CCCCC2)cc1)c1ccccc1 | -8.8
Cc1ccc(NS(C)(=O)=O)c(Br)c1 | 2.5
COCCN1C(=O)c2ccccc2C(C(=O)NCc2ccc(OC)cc2)C1c1c[nH]c2ccccc12 (configuration not stated) | -9.5
COc1cc(NC(=O)c2cc3ccccc3o2)c(OC)cc1Cl | -1.6&2.6
COc1ccc(NC(=O)CN2CCN(CC(=O)Nc3ccc4c(c3)OCO4)CC2)cc1 | -4.8
COc1ccc(-c2nc(-c3cc4cc(Cl)ccc4oc3=O)cs2)cc1 | -4.5
CCOc1cccc(C(=O)N(Cc2ccc(F)cc2)C2CCS(=O)(=O)C2)c1 (configuration not stated) | -2.7
COc1ccccc1CNC(=O)c1ccc2c(c1)N(Cc1ccccc1)C(=O)c1ccccc1S2 | -10.2
Cc1ccc(S(=O)(=O)N2CCN(S(=O)(=O)c3ccccc3)C2)cc1 | -4.0
O=C(COc1ccc2c(c1)C(=O)CC1(CCCCC1)O2)NCc1cccs1 | -3.5
COc1ccc(/C(O)=C2/C(=O)C(=O)N(CCCN(C)C)C2c2ccccc2)cc1Cl (configuration not stated) | 0.5
CC(C)CC(=O)Nc1ccc(-c2cn3ccsc3n2)cc1 | -2.3
O=C(Nc1cc(Oc2ccc3c(c2)CCC3)cc([N+](=O)[O-])c1)c1cnn2c1NC(c1ccco1)CC2C(F)(F)F (configuration not stated) | -146.9
CCN(CC)S(=O)(=O)c1ccc(C(=O)N=c2sc3cc(Br)ccc3n2CC)cc1 | -6.4
O=S1(=O)N=C(CC2CCCCC2)Nc2ccccc21 | -2.8
CCOc1ccc(C(=O)Nc2c3c(nn2-c2cccc(C)c2C)CS(=O)(=O)C3)cc1OCC | -8.7
CC(CN1CCCC1)OC(=O)COc1ccccc1 (configuration not stated) | 0.5
COc1ccc(S(=O)(=O)CCC(=O)Nc2nccs2)cc1 | -62.7
COc1ccc(OC)c(C=Nc2ccc(S(=O)(=O)Nc3ccccn3)cc2)c1 | -13.4
CC(NC(=O)OCc1ccccc1)C(=O)OCN1C(=O)c2ccccc2C1=O (configuration not stated) | 6.6
COc1cccc(C(=O)Nc2nnc(-c3ccncc3)s2)c1 | -16.4

For reference, 16 of the compounds above:
SMILES | 14-3-3 PPI
COc1ccc(-c2nc(-c3cc4cc(Cl)ccc4oc3=O)cs2)cc1 | -4.5
CCOc1cccc(C(=O)N(Cc2ccc(F)cc2)C2CCS(=O)(=O)C2)c1 (configuration not stated) | -2.7
COc1ccccc1CNC(=O)c1ccc2c(c1)N(Cc1ccccc1)C(=O)c1ccccc1S2 | -10.2
Cc1ccc(S(=O)(=O)N2CCN(S(=O)(=O)c3ccccc3)C2)cc1 | -4.0
O=C(COc1ccc2c(c1)C(=O)CC1(CCCCC1)O2)NCc1cccs1 | -3.5
COc1ccc(/C(O)=C2/C(=O)C(=O)N(CCCN(C)C)C2c2ccccc2)cc1Cl (configuration not stated) | 0.5
CC(C)CC(=O)Nc1ccc(-c2cn3ccsc3n2)cc1 | -2.3
O=C(Nc1cc(Oc2ccc3c(c2)CCC3)cc([N+](=O)[O-])c1)c1cnn2c1NC(c1ccco1)CC2C(F)(F)F (configuration not stated) | -146.9
CCN(CC)S(=O)(=O)c1ccc(C(=O)N=c2sc3cc(Br)ccc3n2CC)cc1 | -6.4
O=S1(=O)N=C(CC2CCCCC2)Nc2ccccc21 | -2.8
CCOc1ccc(C(=O)Nc2c3c(nn2-c2cccc(C)c2C)CS(=O)(=O)C3)cc1OCC | -8.7
CC(CN1CCCC1)OC(=O)COc1ccccc1 (configuration not stated) | 0.5
COc1ccc(S(=O)(=O)CCC(=O)Nc2nccs2)cc1 | -62.7
COc1ccc(OC)c(C=Nc2ccc(S(=O)(=O)Nc3ccccn3)cc2)c1 | -13.4
CC(NC(=O)OCc1ccccc1)C(=O)OCN1C(=O)c2ccccc2C1=O (configuration not stated) | 6.6
COc1cccc(C(=O)Nc2nnc(-c3ccncc3)s2)c1 | -16.4

(continued)
SMILES | 14-3-3 PPI
N#Cc1c(SCC(N)=O)nc2c(c1-c1ccc(O)cc1)CCCC2 | -1.7
O=C1C(c2ccccc2F)N(Cc2ccccc2)C(=O)CN1C1CCCCCC1 (configuration not stated) | -5.2
COc1ccc(NC(=O)CSc2nc3ccc(N)cc3s2)cc1 | -0.6
COc1ccc(Cn2nnnc2C(c2cccs2)N2CCSCC2)cc1 (configuration not stated) | -1.1
C=CCn1c(=S)[nH]c2scc(-c3ccco3)c2c1=O | -97.4
Cc1onc(-c2ccccc2Cl)c1C(=O)Nc1cccc2nonc12 | -2.4
COc1ccc(CN2CCN(C(=O)CC(C)C)CC2)c2ccccc12 | -5.4
CCOC(=O)c1[nH]c(C)c(/C=N/O)c1C | -10.4
CCOc1ccccc1C1NC(=O)NC(C)=C1C(=O)OCc1ccco1 (configuration not stated) | -0.3
CN1C(=O)N(C)C(NC(=O)Nc2ccccc2)C1NC(=O)Nc1ccccc1 (configuration not stated) | -0.9
O=C1Nc2ccc(C(=O)N3CCOCC3)cc2NC1CS(=O)(=O)Cc1cccc(Br)c1 (configuration not stated) | -11.9
CCC(C)NC(=O)C(NS(=O)(=O)c1cccc2nsnc12)c1ccccc1 (configuration not stated) | -3.1
COc1nonc1OCCN1CCN(c2ccc(C(F)(F)F)cc2[N+](=O)[O-])CC1 | 3.1
Cc1c(C(=O)Nc2ccncc2)oc2ccccc12 | -9.3
CCOC(=O)NC(=O)CSc1nnnn1-c1ccc(Cl)cc1 | -3.8
COc1ccc(C2C(C(=O)Nc3ccc(Oc4ccccc4)cc3)c3cc(OC)c(OC)cc3C(=O)N2C)cc1 (configuration not stated) | -7.8
O=C(CCn1c(=O)c2sccc2n(Cc2ccccc2)c1=O)NCc1ccccc1 | -6.6
Cn1c(NCCO)nc2c(c1=O)C1(CCCCC1)Cc1ccccc1-2 | -1.8&-6.6
O=C(Nc1ccc(OCc2ccccc2)cc1)c1cccs1 | -17.5
COc1ccc(OC)c(C2C(C(C)=O)=C(O)C(=O)N2c2ccc(O)cc2)c1 (configuration not stated) | -6.7
